Bcl-2 Bim block: inhibitors of Bim-Bcl-2 binding, primary screen, biochemical, multiplexed, human Bcl-2 family | Apoptosis regulator Bcl-2 (Homo sapiens), P10415 | Bead-based flow cytometry, Bim peptide-Bcl-2 binding | inhibition, % at 10 µM | hit rate 0.06% among 190,000 | AID 950, 2007; in the data active means inhibition above about 40%; inconclusive means no clear call, values can overlap the other calls;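 further: 0% = no compound wells with probe peptide and 100% = reference peptide inhibitor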
Target sequence (P10415 whole entry, looked up): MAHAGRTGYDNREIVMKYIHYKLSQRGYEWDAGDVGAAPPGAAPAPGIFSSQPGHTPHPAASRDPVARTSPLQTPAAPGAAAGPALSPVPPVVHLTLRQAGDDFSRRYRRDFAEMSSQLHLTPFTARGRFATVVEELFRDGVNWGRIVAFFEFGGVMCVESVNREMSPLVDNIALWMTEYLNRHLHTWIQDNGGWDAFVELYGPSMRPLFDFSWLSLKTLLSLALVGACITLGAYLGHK
Bcl-B Bim block: inhibitors of Bim-Bcl-B binding, primary screen, biochemical, multiplexed, human Bcl-2 family. hit rate 0.073% among 190,000. AID 951, 2007. inhibition, % at 10 µM. Bcl-2-like protein 10 (Homo sapiens), Q9HD36. bead-based flow cytometry, Bim peptide-Bcl-B binding;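 further: 0% = tracer peptide without compound and 100% = reference inhibitor peptide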
Target sequence (Q9HD36 whole entry, looked up): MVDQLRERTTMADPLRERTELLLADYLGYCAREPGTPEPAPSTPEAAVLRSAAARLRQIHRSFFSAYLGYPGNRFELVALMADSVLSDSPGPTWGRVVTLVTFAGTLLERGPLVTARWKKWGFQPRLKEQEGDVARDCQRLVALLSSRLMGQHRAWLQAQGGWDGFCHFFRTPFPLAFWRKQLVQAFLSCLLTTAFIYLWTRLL
ABCG2 inh: ABCG2 efflux pump inhibitors, primary screen, multiplex with ABCB1, IgMXP3 cells, flow cytometry; JC-1 efflux; Broad substrate specificity ATP-binding cassette transporter ABCG2 (Homo sapiens), Q9UNQ0; inhibition, % at 6.6 µM; AID 1325, 2008; hit rate 0.1% among 190,000;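 active means inhibition above 80%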;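 further: 0% = DMSO and 100% = nicardipine control wells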
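Test system: IgMXP3 (ABCG2) plus far-red-tagged CCRF-Adr (ABCB1) cells. Reagent: JC-1 dye as substrate. Timing: 10 min exposure at 25 °C with rotation, no wash. Measured by: flow cytometric JC-1 green MFI at 530 nm. Read-out: percent efflux inhibition, scaled nicardipine 100% to DMSO 0%. Control set: nicardipine and DMSO wells.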
Mcl-1 Bim block: inhibitors of Bim peptide binding to Mcl-1, primary screen, biochemical, bead-based flow cytometry, multiplex | Bim peptide-Mcl-1 binding | inhibition, % at 10 µM | hit rate 0.1% among 190,000;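 further: 0% = no compound tracer wells and 100% = peptide blocker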
Target sequence (Q07820 whole entry, looked up): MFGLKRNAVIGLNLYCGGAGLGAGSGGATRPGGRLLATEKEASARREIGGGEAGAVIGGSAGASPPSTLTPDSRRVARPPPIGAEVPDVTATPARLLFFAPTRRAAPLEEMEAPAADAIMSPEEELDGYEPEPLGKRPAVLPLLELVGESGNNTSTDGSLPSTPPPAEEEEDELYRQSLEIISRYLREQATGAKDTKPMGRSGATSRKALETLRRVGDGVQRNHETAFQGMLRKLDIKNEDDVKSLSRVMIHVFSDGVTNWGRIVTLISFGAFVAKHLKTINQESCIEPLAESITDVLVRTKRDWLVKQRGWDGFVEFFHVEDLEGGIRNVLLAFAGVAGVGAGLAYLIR
Bim-Bcl-XL: inhibitors of Bim-Bcl-XL binding, primary screen, biochemical, multiplexed, bead flow cytometry, human Bcl-XL. hit rate 0.04% among 190,000. Bcl-2-like protein 1 (Homo sapiens), Q07817. AID 1007, 2008. Bim peptide-Bcl-XL binding, fluorescence. inhibition, % at 10 µM
Target sequence (Q07817 whole entry, looked up): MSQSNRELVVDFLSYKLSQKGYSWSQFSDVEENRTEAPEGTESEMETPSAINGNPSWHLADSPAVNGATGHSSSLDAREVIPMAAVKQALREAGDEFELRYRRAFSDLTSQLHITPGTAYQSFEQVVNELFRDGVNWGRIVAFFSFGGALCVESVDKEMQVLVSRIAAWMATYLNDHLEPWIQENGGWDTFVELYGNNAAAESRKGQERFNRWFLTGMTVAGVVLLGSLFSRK
RGS4-Gao reg: modulators of RGS4 binding to Galphao, primary screen, biochemical, multiplexed bead flow cytometry; Guanine nucleotide-binding protein G(o) subunit alpha (Homo sapiens), P09471; actives lie on both sides; binding response (% of control), % at 10 µM; hit rate 0.33% among 220,000; AID 1415, 2008; in the data active means binding response below about 49% or above about 150%; inactive means in between;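 further: fluorescent Galphao activated with aluminum fluoride binding bead-coupled RGS4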
Bim-Bfl-1: inhibitors of Bim binding to Bfl-1, primary screen, biochemical, multiplexed, bead-based flow cytometry. Bcl-2-related protein A1 (Homo sapiens), Q16548. AID 1008, 2008. Bim-Bfl-1 binding inhibition. hit rate 0.12% among 190,000. inhibition, % at 10 µM;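 further: 0% = wells without compound plus tracer and 100% = blocker peptide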
ABCB1 inh: ABCB1 efflux pump inhibitors, primary screen, cell-based, multiplex, flow cytometry, ABCG2 counter-screen; CCRF-Adr cells, JC-1 efflux; hit rate 0.067% among 190,000; inhibition, % at 6.6 µM; ATP-dependent translocase ABCB1 (Homo sapiens), P08183; in the data active means inhibition above about 40%;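 further: 0% = vehicle and 100% = reference inhibitor; higher value means more JC-1 retained so stronger ABCB1 efflux block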
RGS8-Gao: RGS8-Galphao binding modulators, primary screen, biochemical, multiplexed bead flow cytometry; Guanine nucleotide-binding protein G(o) subunit alpha (Homo sapiens), P09471; actives lie on both sides; response (percent of control binding), % at 10 µM; hit rate 0.34% among 220,000; AID 1423, 2008; in the data active means response below about 60% or above about 140%; inactive means in between;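 further: Galphao activated as the GDP aluminium fluoride complex binding bead-coupled RGS8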
Bim-Bcl-W: inhibitors of Bim binding to Bcl-W, primary screen, biochemical, multiplexed, bead-based flow cytometry; Bim peptide-Bcl-W binding; AID 952, 2007; hit rate 0.02% among 190,000; Bcl-2-like protein 2 (Homo sapiens), Q92843; inhibition, % at 10 µM;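 further: 0% = bound tracer without compound and 100% = peptide blocker; higher means less fluorescent Bim peptide bound to Bcl-W beads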
RGS7-Gao reg: RGS7-Galphao binding modulators, primary screen, biochemical, multiplexed bead flow cytometry; AID 1439, 2008; actives lie on both sides; binding response (% of control), % at 10 µM; hit rate 0.35% among 220,000; in the data active means binding response below about 49% or above about 150%; inconclusive means no clear call, values can overlap the other calls; inactive means in between;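 further: fluorescent Galphao held in activated GDP-AlF4 state binding bead-coupled RGS7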
An asterisk follows results filed as active; u = inconclusive. Unless noted, no stated cut-off is given here; in the data, active means inhibition above about 40%.

SMILES	Bcl-2 Bim block	Bcl-B Bim block	ABCG2 inh	Mcl-1 Bim block	Bim-Bcl-XL	RGS4-Gao reg	Bim-Bfl-1	ABCB1 inh	RGS8-Gao	Bim-Bcl-W	RGS7-Gao reg
O=C(NCc1ccco1)c1noc2c1CCCCC2	-2	-2	-1	0	-1	90	-2	-2.4	97	0	87
O=C1C2CC=CCC2C(=O)N1Cc1ccccc1 (stereo not drawn)	10	-3	2	0	-2	99	0	0.9	101	0	103
COc1cc(OC)c(OC)cc1CN1CCCC(C(=O)N2CCCCC2)C1 (stereo not drawn)	-8	-10	5	-2	-9	99	-21	0.3	102	-4	99
COc1ccccc1NC(=S)N(Cc1ccccc1)Cc1ccccn1	0	2	2	-3	0	75	1	-0.3	93	0	94
O=C(CCN1C(=O)c2ccccc2C1=O)OCn1nnc2ccccc2c1=O	0	-2	1	-4	-4	100	0	0.4	101	-3	99
O=C(N/C(=C\c1cccs1)C(=O)N1CCCCCC1)c1ccccc1	-1	-2	3	0	-1	105	-1	1.3	103	-1	104
Cc1ccc2nsnc2c1NC(=O)c1ccccc1[N+](=O)[O-]	1	1	9	3	0	102	-2	0.6	103	0	102
Clc1ccc(-c2nnc(SCc3nc4ccccc4[nH]3)o2)c(Cl)c1	20	-4	3	1	9	101	2	0.7	100	3	100
O=C(NCCCn1ccnc1)C(=O)NCC(c1cccnc1)N1CCN(c2ccc(F)cc2)CC1 (stereo not drawn)	2	-1	11	-1	-4	99	0	0.8	102	1	96
CSCCC(NC(=O)c1ccc(Cl)cc1)C(=O)O (stereo not drawn)	-4	-2	8	0	0	101	-4	0.3	99	-2	98
Cc1cccc(OCCN2C(=O)C(=O)c3cc(C)ccc32)c1	-5	-5	2	0	0	103	-5	0.3	105	1	99
CCC(/C=N/NC(=O)c1ccccc1F)CC	0	0	7	-2	-2	103	-5	2.6	102	-1	98
COc1ccc(C(C(=O)NC2CCCC2)N(CC2CCCO2)C(=O)Cn2nnc(-c3ccc(C)o3)n2)cc1 (stereo not drawn)	2	0	-6	1	0	105	0	-0.3	104	-1	u
CCN(CC)CCN1C(=O)C(=O)/C(=C(/O)c2cnn(-c3ccccc3)c2C)C1c1cccs1 (stereo not drawn)	1	1	1	0	0	102	-2	0.4	99	1	101
COc1ccc(O)c(C(=O)c2cnc3c(c2)CN(C)C(=O)N3)c1	-5	-4	14	0	-3	98	-5	-0.1	100	-2	u
COc1cccc(Cn2c(NCc3ccco3)nc3c2c(=O)n(C)c(=O)n3C)c1	-4	-6	5	-1	2	104	-2	0.9	109	0	103
O=C(CCN1CCOCC1)c1ccc2c(c1)OCCO2	14	-10	0	4	-14	87	-3	0.0	105	-9	93
CC1(c2ccccc2)CC(C)(C)N2C(=O)Cc3cccc1c32 (stereo not drawn)	-7	-6	1	-3	-4	116	-8	-0.1	115	-3	111
O=C(COC(=O)Cc1ccc(Cl)cc1)Nc1ccccc1-c1ccccc1	-5	-8	29	-7	-11	101	-3	1.3	102	-4	101
Cc1cc(C)nc(NC(=O)c2ccc3c(c2)OCO3)c1	-4	0	8	0	-4	101	-4	0.4	102	-1	99
CCOC(=O)c1cc(NC(=O)N2CCCc3ccccc32)c(C)nc1C	-7	-4	26	-3	-9	99	-9	1.0	105	-7	100
COc1ccc(C(=O)Cn2c(NCCO)nc3ccccc32)cc1	-1	-3	1	-3	-2	101	-7	0.6	101	-1	103
CCCCNC(=O)/C=C/c1cccs1	0	-3	3	-4	-5	104	0	0.0	108	-2	106
COc1ccc(OC)c(-c2csc(NC(=O)Cc3cccs3)n2)c1	-3	-3	6	-3	0	100	-5	0.4	104	-2	103
CSc1nc2c(c(=O)[nH]1)C(c1ccc(Cl)cc1)CC(=O)N2 (stereo not drawn)	2	0	2	0	0	89	3	0.3	96	-3	90
CCOC(=O)C(=O)N1CCC(Cc2ccccc2)CC1	-2	-2	5	-2	-3	93	-5	0.7	92	-3	101
CCOC(=O)C1CCN(C(=O)Cc2cccs2)CC1	-3	-3	4	-2	-3	101	-2	0.9	101	-3	102
CCOc1cc(/C=C2/C(=O)N(c3ccccc3)N=C2C)ccc1OC(=O)c1cccs1	0	-5	0	0	-4	99	-3	0.0	96	2	97
COc1cccc(NC(=O)N2CCN(c3ccc(C(F)(F)F)cn3)CC2)c1	0	-2	14	-1	0	97	0	0.7	97	0	96
S=C(NCc1ccc(Cl)cc1)Nc1ccccc1Cl	-4	-12	4	-6	-8	90	-12	0.5	93	-8	92
Cc1ccc(C(=O)Nc2cnc3sc(C)nn3c2=O)cc1	-2	-1	3	-2	-1	97	0	0.3	96	-1	96
CCOC(=O)C(C)n1nc(/C=C/c2ccc(OC)cc2)ccc1=O (stereo not drawn)	-1	-4	1	0	-1	100	-5	0.6	100	0	101
Cc1nc2ccccc2nc1OCC(=O)Nc1ccccc1	1	-4	0	0	-2	101	-5	0.4	99	-2	97
CC(C)(C)C1=CC(=Nc2ccccc2N)C=C(C(C)(C)C)C1=O	-1	-6	0	-3	-6	99	0	0.6	99	-3	100
CC(C)(Sc1cc(C(C)(C)C)c(O)c(C(C)(C)C)c1)Sc1cc(C(C)(C)C)c(O)c(C(C)(C)C)c1	4	0	0	2	1	95	1	0.3	100	0	99
Cc1csc(NC(=O)c2ccc3c(=O)n4c(nc3c2)CCCCC4)n1	-3	0	13	3	1	102	-13	2.5	102	2	104
O=C(NNc1cccc(Cl)n1)Nc1ccccc1Cl	-7	-9	0	-4	-4	85	-11	0.0	94	-2	83
OCCNCC12CC3CC(CC(C3)C1)C2	-6	-3	7	12	1	101	-8	0.7	103	0	104
Clc1ccc(NNc2ccnc3cc(Cl)ccc23)cc1	0	0	4	0	0	102	-3	0.8	103	-1	100
CC(C)N(C(=O)COC(=O)[C@H](C)NC(=O)c1ccco1)c1ccccc1	0	-2	-1	0	0	104	-2	-0.2	106	1	106
CCOC(=O)N1CCN(CC(O)c2ccc3c(c2)CCN3)CC1 (stereo not drawn)	-9	-6	1	-3	-5	96	-15	-0.1	96	-2	91
O=C(/C=C/c1ccco1)N1CCN(c2ccccc2)CC1	-7	-15	2	-2	-8	98	-14	0.2	100	-4	99
Nc1c(NCCN2CCOCC2)c2ccccc2oc1=O	3	1	1	3	0	100	0	0.2	99	0	98
Cc1cccn2c(=O)c3cc(C(=O)NCCCN4CCCC4=O)n(C)c3nc12	-3	-3	0	-1	-2	102	-2	0.2	102	-2	100
O=C(NCc1ccco1)C1CCN(S(=O)(=O)c2cccc3cccnc23)CC1	-4	-4	-5	0	-4	103	-5	-2.1	106	1	101
CC(=O)Nc1cccc(Oc2ccc(-c3noc(C)n3)cc2)c1	-7	-5	5	1	-2	101	-10	0.4	103	0	99
Cc1cc(C(=O)NNC(=O)c2cccc(S(=O)(=O)N3CCOCC3)c2)c2ccccc2n1	-2	-7	1	-5	-3	98	-6	0.8	102	-2	103
COc1ccc2[nH]c(-c3cccc(F)c3)cc(=O)c2c1	0	-6	-2	-1	-1	101	0	0.4	99	-1	102
Cc1c2ccccc2cc[n+]1CCCS(=O)(=O)[O-]	3	0	6	2	-3	100	0	0.8	101	-1	105
C=C(C)c1cccc(C(C)(C)NC(=O)Nc2ccc(OC)cc2)c1	-5	-8	-1	-2	-3	108	-4	-0.4	106	-3	u
Cc1sc(NC(=O)CCCC(=O)O)c(C#N)c1C	-6	-6	5	0	-4	100	-13	0.9	99	-2	98
COc1cc(/C=N/NC(=O)CCNC(=O)c2ccccc2Cl)ccc1O	1	0	1	2	-1	102	0	0.1	100	1	u
CC(C)C(=O)Nc1cccc(NC(=S)NC(=O)c2ccc(Cl)cc2)c1	-1	-2	3	0	-3	100	0	0.4	100	-1	102
O=C(Nc1ccc2c(c1)CCC2)c1cc(S(=O)(=O)N2CCN(c3ccccc3)CC2)ccc1Cl	-9	-4	2	0	-4	101	-9	0.7	103	1	102
Cc1nc(NC(=O)c2ccc(Cl)cc2)sc1-c1csc(Nc2cccc(F)c2)n1	0	0	-2	0	1	85	3	-1.0	86	2	89
CN(C)c1ccc(C(=S)N2CCOCC2)cc1	-9	-9	2	-2	-17	102	-14	0.3	103	-2	102
COc1cc2c(cc1NC(=O)CSc1nnc(COc3ccc(Cl)cc3)n1C)oc1ccccc12	-2	-1	-2	-3	-1	98	-1	-0.4	98	-3	101
Cc1ccnc(NS(=O)(=O)c2ccc(NC(=O)Cc3ccccc3)cc2)n1	2	-2	-2	1	-1	100	0	-0.2	103	-1	98
O=C(CSc1nnc(CNC(=O)c2ccco2)o1)NC1CCCC1	-2	-3	-1	1	0	94	0	-0.2	92	0	93
COc1ccc(N(C(=O)c2ccco2)C(C(=O)NC2CCCC2)c2ccc(N(C)C)cc2)cc1 (stereo not drawn)	-7	-10	33	-3	-7	100	-17	1.4	99	0	100

Three entries from above in a different format.
SMILES | Bcl-2 Bim block | Bcl-B Bim block | ABCG2 inh | Mcl-1 Bim block | Bim-Bcl-XL | RGS4-Gao reg | Bim-Bfl-1 | ABCB1 inh | RGS8-Gao | Bim-Bcl-W | RGS7-Gao reg
O=C(NCc1ccco1)c1noc2c1CCCCC2 | -2 | -2 | -1 | 0 | -1 | 90 | -2 | -2.4 | 97 | 0 | 87
COc1ccc(N(C(=O)c2ccco2)C(C(=O)NC2CCCC2)c2ccc(N(C)C)cc2)cc1 (stereo not drawn) | -7 | -10 | 33 | -3 | -7 | 100 | -17 | 1.4 | 99 | 0 | 100
CCC(/C=N/NC(=O)c1ccccc1F)CC | 0 | 0 | 7 | -2 | -2 | 103 | -5 | 2.6 | 102 | -1 | 98

(continued)
SMILES	Bcl-2 Bim block	Bcl-B Bim block	ABCG2 inh	Mcl-1 Bim block	Bim-Bcl-XL	RGS4-Gao reg	Bim-Bfl-1	ABCB1 inh	RGS8-Gao	Bim-Bcl-W	RGS7-Gao reg
CCCc1[nH]n(-c2ccc([N+](=O)[O-])cc2)c(=O)c1C=NCCCn1ccnc1	-1	-2	9	0	-1	101	-5	0.5	103	0	91
Cc1cccc(C)c1NC(=O)c1sc(Cl)nc1C	4	1	2	1	4	103	1	0.6	103	0	99
CCOc1cccc2c1OC1(C)CC2NC(=O)N1Cc1ccccc1 (stereo not drawn)	-4	-2	4	-3	-1	103	-1	0.9	103	-3	99
CCOc1cc(C2C(C(=O)OC)=CN(C3CCCC3)C=C2C(=O)OC)cc(Br)c1O	-8	-6	1	-3	-3	107	-1	0.8	103	-1	104
Cc1cc(C(=O)CSc2ccc3c(c2)OCCO3)c(C)n1C1CC1	-3	-2	40	0	0	100	1	15	104	-1	103
